# GAA glycogen mod: qHTS Assay for Inhibitors and Activators of Human alpha-Glucosidase Cleavage of Glycogen; recombinant GAA, glycogen substrate, Amplex Red glucose oxidase fluorescence; Potency, µM (top dose mostly 76.4 µM), without a hit: at the highest dose activity change, negative = inhibition, hits mostly inhibitors; 300,000 tested, 0.38% active; AID 2100, 2009;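 further: 0% = full enzyme reaction and -100% = no-enzyme basal signal; the screen sought inhibitors and activators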
#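 Recombinant human alpha-glucosidase (4 nM final) hydrolysed bovine liver glycogen (30 ug) for 40 min at 37 C in pH 5.0 citrate/phosphate with 0.01% Tween-20. Released glucose detected by glucose oxidase/Amplex Red, Ex 573/Em 610 nm. Compounds up to 77 uM; AC50 from Hill fits.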
# L3MBTL1 block: qHTS Assay for the Inhibitors of L3MBTL1; Lethal(3)malignant brain tumor-like protein 1 (Homo sapiens), Q9Y468; 230,000 tested, 0.66% active; Potency, µM (highest dose often 57.1 µM), for inactives: top-dose activity, negative = inhibition, most hits filed as inhibitors; AlphaScreen L3MBTL1–H3K9me1 peptide binding; AID 485360, 2010; further: nearly all actives have a fitted effect of over 60% in size
#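 L3MBTL1 50 nM + b-AHA-H3(1-15)K9me1 75 nM, 30 min RT; compound added, 30 min RT; streptavidin donor/Ni-chelate acceptor beads 10 ug/mL each final, 30 min RT dark; AlphaScreen read.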
# TRb-SRC2 inh: qHTS for Inhibitors of the Interaction of Thyroid Hormone Receptor and Steroid Receptor Coregulator 2 | 280,000 tested, 0.065% active | Potency, µM (series often up to 106 µM), for inactives: at the highest dose activity change, negative = inhibition, usual class: inhibitors | Thyroid hormone receptor beta (Homo sapiens), P10828 | TRbeta-SRC2 peptide binding, fluorescence polarization; receptor liganded with 1 µM T3;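 further: plate controls were bound peptide for no effect and peptide without receptor for full effect; nearly all actives have a fitted effect of over 50% in size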
# Target sequence (P10828 whole entry, looked up): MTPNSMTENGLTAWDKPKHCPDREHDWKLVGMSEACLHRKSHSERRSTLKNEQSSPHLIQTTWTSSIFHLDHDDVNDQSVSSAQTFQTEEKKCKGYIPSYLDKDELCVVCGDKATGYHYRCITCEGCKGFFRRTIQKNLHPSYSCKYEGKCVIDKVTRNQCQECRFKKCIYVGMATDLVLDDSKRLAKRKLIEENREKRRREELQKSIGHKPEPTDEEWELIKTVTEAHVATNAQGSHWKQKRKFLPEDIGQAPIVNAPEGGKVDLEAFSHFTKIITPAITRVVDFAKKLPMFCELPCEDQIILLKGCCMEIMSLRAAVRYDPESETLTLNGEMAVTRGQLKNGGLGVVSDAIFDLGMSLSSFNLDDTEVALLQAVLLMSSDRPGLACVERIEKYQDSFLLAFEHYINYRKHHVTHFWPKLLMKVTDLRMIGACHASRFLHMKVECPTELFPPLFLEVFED
#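 Assay buffer: 20 mM Tris-HCl, 100 mM NaCl, 10% glycerol, 1 mM EDTA, 0.01% NP-40, 1 mM DTT, 1 uM T3, 5% DMSO; TRb LBD 0.6 uM, Texas Red SRC2 20 nM; FP after 5 hr.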
# GAA spleen mod: qHTS Assay for Inhibitors and Activators of Human alpha-Glucosidase From Spleen Homogenate; Lysosomal alpha-glucosidase (Homo sapiens), P10253; human spleen homogenate, 4-MU-alpha-glucoside fluorescence; Potency, µM (series often up to 79.9 µM), inactives show at the top dose activity change, negative = inhibition, actives largely listed as inhibitors; 240,000 tested, 0.006% active; AID 2112, 2009;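 further: 0% = enzyme with vehicle and -100% = no enzyme basal signal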
#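 Human spleen homogenate (1 ug) with 4-methylumbelliferyl-alpha-D-glucopyranoside (1 mM final) in 50 mM citrate/phosphate pH 5.0, 0.01% Tween-20; 40 min at 37 C. Stopped at pH 10; 4-MU fluorescence Ex 365/Em 440 nm; AC50 by Hill fit.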
# RGS12 GoLoco inh: qHTS Assay for Inhibitors of RGS12 GoLoco Motif Activity (Red Fluorophore). Guanine nucleotide-binding protein G(i) subunit alpha-1 (Homo sapiens), P63096. Gai1:RGS12 GoLoco peptide FP, rhodamine, 10 min. Potency, µM (titrated, usually from 61.6 µM), inactives show at the top dose activity, negative = inhibition, usual class: inhibitors. 230,000 tested, 0.44% active. AID 880, 2007; active means well fitted inhibition curve with a large enough effect, not every such curve was filed as active; inactive means no such curve, though single readings can be large or run the other way; further: nearly all actives have a fitted effect of over 30% in size; many of its hits are not listed in these tables
# GAA inhib: qHTS Assay for Inhibitors of Human alpha-Glucosidase as a Potential Chaperone Treatment of Pompe Disease. Lysosomal alpha-glucosidase (Homo sapiens), P10253. purified human GAA, 4-MU-alpha-glucoside fluorescence. Potency, µM (top dose mostly 76.9 µM), for the others: at the top dose activity change, negative = inhibition, usual class: inhibitors. 200,000 tested, 0.005% active. AID 1466, 2008;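 further: plate controls were uninhibited enzyme wells for no effect and no-enzyme background for full effect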
#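 Activity normalized between no-enzyme (basal) and enzyme-only wells. Conditions: 4 nM human enzyme, 400 uM fluorogenic substrate, citrate/phosphate pH 5.0 with Tween-20, 20 min room temperature, compounds up to 77 uM.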
# RECQ1 inh: qHTS Assay for Inhibitors of RecQ-Like Dna Helicase 1 (RECQ1). AID 2549, 2010. RECQ1 DNA unwinding, red fluorescence kinetic read. Potency, µM (top dose mostly 57.3 µM), without a hit: at the highest dose activity, negative = inhibition, actives largely listed as inhibitors. 240,000 tested, 0.54% active. ATP-dependent DNA helicase Q1 (Homo sapiens), P46063;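 further: plate controls were vehicle for no effect and no enzyme for full effect; nearly all actives have a fitted effect of over 30% in size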
# Target sequence (P46063 whole entry, looked up): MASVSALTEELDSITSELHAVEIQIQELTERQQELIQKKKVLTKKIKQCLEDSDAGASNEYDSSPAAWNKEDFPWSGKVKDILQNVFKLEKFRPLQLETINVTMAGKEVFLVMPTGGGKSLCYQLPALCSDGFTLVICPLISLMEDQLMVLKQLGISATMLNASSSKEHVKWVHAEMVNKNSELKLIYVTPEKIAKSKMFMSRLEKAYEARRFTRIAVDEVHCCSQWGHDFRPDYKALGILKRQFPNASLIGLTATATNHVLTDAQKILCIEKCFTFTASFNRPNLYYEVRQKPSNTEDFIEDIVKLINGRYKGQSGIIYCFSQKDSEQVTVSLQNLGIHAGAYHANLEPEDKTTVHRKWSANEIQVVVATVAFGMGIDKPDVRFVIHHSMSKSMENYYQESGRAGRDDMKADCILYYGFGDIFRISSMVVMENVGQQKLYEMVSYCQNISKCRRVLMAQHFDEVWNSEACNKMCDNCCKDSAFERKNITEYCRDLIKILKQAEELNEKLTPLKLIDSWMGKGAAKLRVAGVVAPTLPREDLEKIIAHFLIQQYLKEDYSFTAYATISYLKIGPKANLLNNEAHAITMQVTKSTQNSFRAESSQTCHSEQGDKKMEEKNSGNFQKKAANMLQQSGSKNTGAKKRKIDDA
#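 RECQ1T1 50 nM; forked duplex (20 bp + 30-nt ss tails) 200 nM, ATP 2 mM final; pH 8.0, 2 mM MgCl2, 2.5 ug/ml poly(dI-dC); 15 min compound preincubation; discontinuous kinetic read over 2 h at RT.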
# TexasRed fluor: Total Fluorescence Counterscreen for Inhibitors of the Interaction of Thyroid Hormone Receptor and Steroid Receptor Coregulator 2; TRb/SRC2 Texas Red total fluorescence interference; Potency, µM (series often up to 106 µM), without a hit: top-dose fluorescence change, negative = quenching; 280,000 tested, 0.29% active; active means well fitted curve in either direction with a large enough effect; inconclusive means small, poorly fitted or top-dose-only effect
#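 Human TRβ ligand-binding domain (0.6 uM) and Texas Red SRC2 peptide (20 nM) in Tris buffer with 1 uM T3 and 5% DMSO were incubated with pinned compound for 5 hr at ambient temperature. Total fluorescence was computed as S + 2P (555/632 nm).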
# Starred values were filed as active, the others as inactive; i = inactive; ? = inconclusive; . = not tested or not shown; [ ] = another dose, or the depositor's remark. Unless noted, the call rests on the fitted dose curve; in most records, active means well fitted curve in the direction sought with a large enough effect; inconclusive means small, poorly fitted or top-dose-only effect, or another doubt; inactive means no such curve, though single readings can be large; an effect the other way counts as inactive or inconclusive. Unless noted, on the % scale 0 is the no-effect control and ±100 the full control effect; potency means the concentration at half of the fitted maximal effect. Some of the compounds tested. The share of hits here may be higher or lower than overall.
[1] CCn1c(COc2ccccc2C)nnc1SCC(=O)Nc1cc(C)on1
[2] O=C(Cn1ccc(C(F)(F)F)n1)N=Nc1c(O)[nH]c2ccc(Br)cc12
[3] COc1cccc(/C=N/NC(=O)NC2CCCCC2)c1O
[4] COc1ccc(N(CC(=O)N2CCc3ccccc32)S(=O)(=O)c2c(C)noc2C)cc1
[5] Cn1nc(C(=O)N2CCCC2)c2ccccc2c1=O
[6] O=C(CSc1nnc(NC(=O)c2ccco2)s1)Nc1ccccc1F
[7] CC(C)c1ccc(/C=C/C(=O)NCc2ccc(S(N)(=O)=O)cc2)cc1
[8] CC(C)(C)C(=O)Nc1cccc(-c2nnc(-c3cccc(NC(=O)C(C)(C)C)c3)o2)c1
Screen / compound no.	1	2	3	4	5	6	7	8
GAA glycogen mod	-1%	4%	?	-2%	-2%	9%	7%	4%
L3MBTL1 block	9%	.	2%	-6%	6%	4%	-3%	3%
TRb-SRC2 inh	-5%	-1%	-5%	-2%	-2%	-6%	0%	4%
GAA spleen mod	2%	-11%	2%	2%	-1%	1%	-2%	4%
RGS12 GoLoco inh	3%	5%	4%	6%	-4%	5%	33%[activator]	7%
GAA inhib	-23%	-6%	.	-17%	-6%	5%	-9%	2%
RECQ1 inh	-4%	10%	-6%	-1%	-16%	i	-3%	-1%
TexasRed fluor	-5%	-3%	-3%	0%	-4%	0%	-2%	-1%

# Continued; it opens with the four that closed the last part.
[5] Cn1nc(C(=O)N2CCCC2)c2ccccc2c1=O
[6] O=C(CSc1nnc(NC(=O)c2ccco2)s1)Nc1ccccc1F
[7] CC(C)c1ccc(/C=C/C(=O)NCc2ccc(S(N)(=O)=O)cc2)cc1
[8] CC(C)(C)C(=O)Nc1cccc(-c2nnc(-c3cccc(NC(=O)C(C)(C)C)c3)o2)c1
[9] COc1cccc2cc(C(=O)NCC3CCCO3)c(=O)oc12 (centres undefined)
[10] O=C(O)c1ccc(-c2nc3scc(-c4ccccc4)c3c(=O)[nH]2)cc1
[11] Cc1cnc(NC(=O)c2ccc3c(c2)C(=O)N(Cc2ccco2)C3=O)s1
[12] CCOC(=O)CC1C(=O)NCCN1C(=O)c1cccc(C(F)(F)F)c1 (centres undefined)
[13] COc1ccc(-c2cc(C(F)(F)F)nc(NC3CCCC3)n2)cc1OC
[14] O=C(O)c1cccc(S(=O)(=O)N2CCCC2)c1
[15] CCOc1ccc2c(c1)C(C)=CC(C)(C)N2
[16] C[C@@H](C(=O)Nc1ccccc1N1CCOCC1)N1C(=O)C2CC=CCC2C1=O (some centres undefined)
Screen / compound no.	5	6	7	8	9	10	11	12	13	14	15	16
GAA glycogen mod	-2%	9%	7%	4%	5%	-3%	-1%	5%	-2%	-1%	.	9%
L3MBTL1 block	6%	4%	-3%	3%	.	-4%	-6%	4%	5%	-1%	-13%	.
TRb-SRC2 inh	-2%	-6%	0%	4%	1%	-4%	0%	6%	-2%	-2%	-20%[201 µM]	2%
GAA spleen mod	-1%	1%	-2%	4%	5%	-3%	2%	-2%	-6%	0%	-5%	-2%
RGS12 GoLoco inh	-4%	5%	33%[activator]	7%	9%	13%	10%	1%	14%	-6%	9%	9%
GAA inhib	-6%	5%	-9%	2%	-4%	6%	-5%	8%	3%	-2%	.	0%
RECQ1 inh	-16%	i	-3%	-1%	0%	10%	4%	i	-16%	-1%	-4%	i
TexasRed fluor	-4%	0%	-2%	-1%	-2%	-4%	-3%	1%	-1%	0%	-7%[201 µM]	0%

[17] Cc1ccc(/C=N/NC(=O)CNC(=O)COc2ccccc2)o1
[18] CC(=O)c1cc(NC(=O)c2ccc(Cl)cc2)c(=O)oc1/C=C/N(C)C
[19] Cc1cccc(N(C(=O)Cn2nnc3ccccc32)C(C(=O)NCc2ccco2)c2ccncc2)c1 (centres undefined)
[20] CC(=O)N(Cc1ccco1)c1nc(C(=O)Nc2ccc(Cl)cc2)c(C)s1
[21] CC(=C/C(=O)O)/C=C/c1cccs1
[22] Fc1cccc(/C=N/Nc2nc3ccccc3[nH]2)c1
[23] CC1=CC2=NC(=O)CC(C)(C(=O)N(CC(=O)NC3CCCC3)c3ccccc3C)N2C=C1 (centres undefined)
[24] CC(C(=O)Nc1sc2c(c1C#N)CCCCC2)N1C(=O)c2ccccc2C1=O (centres undefined)
Screen / compound no.	17	18	19	20	21	22	23	24
GAA glycogen mod	-3%	-7%	-3%	-3%	-2%	?	1%	0%
L3MBTL1 block	7%	-10%	.	1%	-3%	-4%	.	-15%
TRb-SRC2 inh	-4%	-16%	5%	-6%	10%	-2%	6%	5%
GAA spleen mod	0%	-7%	3%	-3%	4%	-2%	7%	5%
RGS12 GoLoco inh	-3%	8%	12%	19%	-6%	10%	6%	3%
GAA inhib	-9%	?	?	-5%	1%	-3%	.	11%
RECQ1 inh	-11%	i	0%	-10%	i	0%	-7%	-22%
TexasRed fluor	-3%	-2%	1%	?	1%	-8%	-5%	-5%

[25] Cn1nnnc1SCC1=C(C(=O)O)N2C(=O)[C@@H](NC(=O)[C@H](O)c3ccccc3)[C@H]2SC1
[26] OCC1O[C@H](O)C(Cl)C(O)C1O (some centres undefined)
[27] CCOC(=O)CCCCC(=O)c1[nH]c(=O)[nH]c1CSc1nc(C)cc(=O)[nH]1
[28] COC(=O)C(C)Sc1nnc2n(-c3cccc(C)c3)c(=O)c3c4c(sc3n12)CCCC4 (centres undefined)
[29] CCNc1nc(NC(C)(C)C)nc(SCC(N)=O)n1
[30] CSCCC(N=C(NS(=O)(=O)c1ccc(Br)cc1)c1ccccc1)C(=O)O (centres undefined)
[31] CC1(C)C(=O)C(c2ccccc2)=C2CN3C(=O)N(CCc4ccccc4)C(=O)C3(Cc3ccccc3)C=C21 (centres undefined)
[32] NC(=O)CSc1nnc(-c2ccc(S(=O)(=O)N3CCCCC3)cc2)n1-c1ccccc1
Screen / compound no.	25	26	27	28	29	30	31	32
GAA glycogen mod	-2%	.	?	-2%	1%	11%	.	-3%
L3MBTL1 block	?	.	7.9µM*	-5%	-5%[11.4 µM]	8%	.	.
TRb-SRC2 inh	12%	-5%	0%	-5%	-2%	-4%	4%	1%
GAA spleen mod	2%	-11%	-5%	5%	2%	-4%	8%	-8%
RGS12 GoLoco inh	-6%	9%	-15%	19%	9%	8%	-5%	7%
GAA inhib	-4%[15.4 µM]	.	-5%	-5%	0%	6%	.	-9%
RECQ1 inh	8%	-8%	i	-13%	i	i	-4%	-14%
TexasRed fluor	-1%	-4%	-7%	1%	-2%	0%	0%	-1%

[33] C=C(C)C(=O)C1CCCCC1
[34] CCOc1ccc2[nH]c(=O)c(CN(CCO)C(=O)c3ccc(F)cc3)cc2c1
[35] C/C(=N\N(Cc1ccccc1)c1ccccc1)c1ccncc1
[36] CC(C)(C)NC(=O)C(c1ccncc1)N(Cc1ccc(F)cc1)C(=O)c1ccc(-c2ccccc2)[nH]1 (centres undefined)
[37] CCN(CC(=O)Nc1c(C(=O)OC)[nH]c2ccc(Cl)cc12)c1ccc2c(c1)OCO2
[38] COC(=O)c1ccccc1NC(=O)NCc1ccccc1
[39] CCOC(=O)c1cc(OCC(=O)NC(C)C(C)C)cc(C(=O)OCC)c1 (centres undefined)
[40] C=CCOc1ccc(C(=O)NC2CCCCC2)cc1
Screen / compound no.	33	34	35	36	37	38	39	40
GAA glycogen mod	.	3%	?	-13%	-5%	2%	2%	-3%
L3MBTL1 block	.	6%	-11%	.	-18%	3%	1%	.
TRb-SRC2 inh	-4%	6%	2%	7%	-7%	7%	0%	-4%
GAA spleen mod	5%	1%	-17%	-4%	3%	6%	-16%	2%
RGS12 GoLoco inh	1%	-7%	12%	36%[activator]	.	10%	2%	-2%
GAA inhib	.	?	-6%	-20%	-1%	?	-7%	-13%
RECQ1 inh	0%	8%	-5%	-3%	-19%	0%	-4%	i
TexasRed fluor	-2%	2%	-2%	-2%	-2%	1%	-4%	0%

[41] Cc1cc(C)n2nc(SC(C)C(=O)NCc3ccco3)nc2n1 (centres undefined)
[42] COc1ccc(-c2c(C)sc(NC(=O)c3ccnn3C)c2C#N)cc1
[43] CCOC(=O)Cn1c2ccccc2c2nc(C)sc21
[44] COc1ccc(F)cc1C(=O)C1CCCN(Cc2ccc3c(c2)OCCO3)C1 (centres undefined)
[45] CCOc1ccccc1CN1CCN(Cc2csc(C(C)=O)c2)CC1CCO (centres undefined)
[46] COCCn1c(=S)[nH]c2ccc(N(C)C)cc2c1=O
Screen / compound no.	41	42	43	44	45	46
GAA glycogen mod	1%	0%	-1%	-9%	15%	?
L3MBTL1 block	-2%	-2%	.	-12%	11%	-3%
TRb-SRC2 inh	1%	-8%	1%	-9%	-2%	-2%
GAA spleen mod	-6%	-11%	4%	3%	2%	-6%
RGS12 GoLoco inh	4%	8%	4%	7%	-5%	-9%
GAA inhib	2%	-8%	9%	.	.	1%
RECQ1 inh	-11%	-8%	i	-2%	16%	-1%
TexasRed fluor	-4%	-2%	-3%	-2%	4%	-4%

# Compound activity deposited in PubChem BioAssay by National Center for Advancing Translational Sciences (NCATS).
